Source: PubChem (National Center for Advancing Translational Sciences (NCATS))
HCV inhibitor = inhibitors of hepatitis C virus infection; Potency, µM (top dose mostly 41.8 µM), without a hit: top-dose activity change, negative = inhibition, most hits filed as inhibitors; Huh7.5.1 HCVcc-Cre infection, luciferase reporter, 44 h; actives 3.4% (n = 340,000)
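Infectious HCV cell culture screen: compound-treated cells (1,000/well, pre-plated 4 h) are infected with HCVcc-Cre at roughly 0.5 moi and grown 44 h. Infection is quantified by luciferase signal after 15 min substrate incubation at room temperature.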
Sm TGR inh = blocks Schistosoma mansoni thioredoxin glutathione reductase. Potency, µM (top dose mostly 114 µM), inactives show at the top dose activity change, negative = inhibition, most hits filed as inhibitors. actives 3% (n = 360,000). purified TGR, DTNB reduction, TNB absorbance 405 nm. Q962Y6; also: nearly all actives have a fitted effect of over 60% in size
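Kinetic colorimetric format: TGR-catalysed, NADPH-driven DTNB reduction monitored via TNB absorbance. Enzyme dispensed at 20 nM; compound exposure 15 min at room temperature before reaction start.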
LmPK inhibitor = LmPK (Leishmania mexicana) enzyme inhibition; Potency, µM (top dose mostly 57.5 µM), for the others: at the highest dose activity change, negative = inhibition, hits mostly inhibitors; purified LmPK, Kinase-Glo ATP luminescence, 1 h; Q27686; actives 0.37% (n = 290,000)
Target sequence (Q27686 whole entry, looked up): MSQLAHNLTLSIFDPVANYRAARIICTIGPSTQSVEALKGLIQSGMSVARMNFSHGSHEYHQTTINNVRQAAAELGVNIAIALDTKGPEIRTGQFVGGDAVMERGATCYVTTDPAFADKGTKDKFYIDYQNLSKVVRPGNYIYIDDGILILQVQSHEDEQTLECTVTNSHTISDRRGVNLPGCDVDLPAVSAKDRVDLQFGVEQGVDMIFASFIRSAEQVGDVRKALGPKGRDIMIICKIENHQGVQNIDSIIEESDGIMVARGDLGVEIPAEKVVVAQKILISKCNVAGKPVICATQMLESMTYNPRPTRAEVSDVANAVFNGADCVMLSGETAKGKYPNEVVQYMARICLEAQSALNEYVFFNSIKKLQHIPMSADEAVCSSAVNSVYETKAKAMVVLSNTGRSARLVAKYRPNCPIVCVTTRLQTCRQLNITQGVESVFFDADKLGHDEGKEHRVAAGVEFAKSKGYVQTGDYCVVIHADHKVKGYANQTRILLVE
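Kinase-Glo luminescence read after 1 h RT reaction of 0.1 nM LmPK with 0.5 mM PEP and 0.1 mM ADP. Activity scaled between uninhibited and enzyme-free controls.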
Pf growth 96h = P. falciparum growth inhibition at 96 hour, primary screen for plastid delayed-death inhibitors; actives 6.9% (n = 320,000); Potency, µM (top dose mostly 28.7 µM), for the others: at the top dose activity change, negative = inhibition, hits mostly inhibitors; AID 504834; P. falciparum luciferase reporter growth, 96 h
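Readout is luminescence from an integrated firefly luciferase in P. falciparum. Red cells, 2% hematocrit and 0.05% parasitemia final, were cultured with compound through two parasite generations (96 hours) at 37 C, 5% CO2.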
TbPYK inhibitor = inhibitors of Trypanosoma brucei pyruvate kinase; TbPYK enzyme, Kinase-Glo Plus ATP luminescence, 45 min; Q57TT1; Potency, µM (highest dose often 76.8 µM), without a hit: top-dose activity, negative = inhibition, usual class: inhibitors; actives 0.12% (n = 410,000); also: nearly all actives have a fitted effect of over 50% in size
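TbPYK + substrate in 50 mM TEA pH 7.2, 100 mM KCl, 10 mM MgCl2, 0.05% BSA, 0.01% Tween-20; cpd pinned; ADP 130 uM final; 45 min RT; Kinase-Glo Plus 10 min; luminescence endpoint.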
Pf growth 48h = P. falciparum growth inhibition at 48 hours (one generation); Potency, µM (titrated, usually from 28.7 µM), inactives show at the highest dose activity change, negative = inhibition, most hits filed as inhibitors; P. falciparum luciferase growth in erythrocytes, 48 h; actives 5.9% (n = 310,000)
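First compound was added to culture medium, then infected red cells at 0.1% parasitemia and 2% hematocrit (final). After incubation at 37 C under 5% CO2, luciferase detection reagent was dispensed and light output recorded.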
Numbers without * were called inactive; ? = inconclusive; . = not tested or not shown; & = joins results of further samples; [ ] = dose if it differs, or a comment. Calls follow the shape of the dose curve; as a rule, active = well fitted curve in the direction sought with a large enough effect; inconclusive = small, poorly fitted or top-dose-only effect, or another doubt; inactive = no such curve, though single readings can be large; an effect the other way counts as inactive or inconclusive. % is scaled to controls: 0 for no effect and ±100 for the full control effect; potency is read from the fitted curve at half-maximal effect.

SMILES	HCV inhibitor	Sm TGR inh	LmPK inhibitor	Pf growth 96h	TbPYK inhibitor	Pf growth 48h
COc1ccc(C(=O)OCC(=O)N2CCOCC2)cc1S(=O)(=O)N1CCOCC1	11%	-4%	.	?	0%	14%
COc1ccc(N2CCN(c3ccc(Cl)nn3)CC2)cc1	2%	-8%	-2%	15%	-5%	18%
COC(=O)c1[nH]c2cc(OC)c(OC)cc2c1NC(=O)c1cccc(OC)c1	?	0%	0%	.	-20%	0%
C=C1Nc2ccccc2C(=O)N1c1ccccc1C	.	.	.	24%	1%	11%
N/C(=N\c1nc2c(c(=O)[nH]1)CCC2)Nc1ccccc1	4%	4%	-5%	51%[activator]	-8%	0%
CCOc1ccc(CN2CCCC(N3CCN(c4ccc(OC)cc4)CC3)C2)cc1 (stereo unspecified)	-28%	17%	0%	?	1%	?
CC(NC(=O)COC(=O)CCc1ccc(S(=O)(=O)N2CCOCC2)cc1)C1CC2CCC1C2 (stereo unspecified)	7%	6%	-2%	18%	-18%	1%
Cc1nc(/C=[N+](\[O-])C(C)(C)/C=N/O)n(O)c1C	37%[activator]	0%	1%	.	5%	3%
O=C1NC(SCCCF)=N/C1=C/c1ccc(-n2cncn2)cc1	20%	-13%	-4%	?	1%	51%[activator]
Cc1ccc(C)c(S(=O)(=O)NC(CCC(N)=O)C(=O)O)c1 (stereo unspecified)	2%	0%	-12%	8%	3%	11%
CC(=O)Nc1ccc(NC(=O)C2CCCCC2C(=O)O)cc1 (stereo unspecified)	-4%	1%	-1%	5%	-7%	12%
CCOc1ccc(CCNC(=O)COC(=O)COc2ccc(Cl)cc2)cc1OCC	4%	14%	.	10%	-4%	?
CCOCc1cc(C2NC(=O)NC(C)=C2C(=O)OCC)ccc1OC (stereo unspecified)	0%	4%	1%	.	2%	-15%
CNCC(O)CN1CCN(c2ccccc2OC)CC1 (stereo unspecified)	19%	1%	-1%	24%	0%	0%
Cc1ccc(OCC(O)CN2CCCC2)cc1 (stereo unspecified)	21%	-7%	0%	?	-1%	2%
O=C(Oc1ccc(-c2nnco2)cc1)c1ccco1	11%	-22%	.	38%[activator]	-5%	7%
COc1ccc(OC(C)C(=O)N2CC(C)OC(C)C2)cc1 (stereo unspecified)	8%	-3%	3%	.	-7%	-2%
Cc1ccc(CNC(=O)CSCc2ccccc2F)cc1	6%	-28%	0%	?	2%	110%[activator]
CC(C)(C)c1ccc(C(=O)NCCC(=O)NCc2cccs2)cc1	-21%	-23%	-2%	?	-16%	4%
Cc1ccccc1CS(=O)(=O)Cc1ccc(C(=O)NCCCN2CC(C)CC(C)C2)o1 (stereo unspecified)	5%	-11%	-1%	0%	2%	-2%
Cn1cccc1C(C#N)c1cccc(F)c1C#N (stereo unspecified)	-8%	0%	-21%	3%	-2%	?
CCOc1nc(NCCO)nc(Nc2cc(Cl)ccc2OC)n1	-3%	.	2%	1%	3%	?
Cc1ccc(NS(=O)(=O)c2ccc3[nH]c(=O)[nH]c3c2)c(C)c1	9%	.	1%	0%	5%	8%
Cc1ccc(S(=O)(=O)Nc2ccccc2CNc2ncc(Br)cc2Br)cc1	?	-5%	4%	?	-1%	?
CCCN(CC(=O)Nc1ccccc1C)C(=O)c1ccc(-c2ccc(C(C)=O)cc2)o1	?	-21%	.	?	-4%	?
O=C(NCCc1cn2ccsc2n1)C1CCCCC1	-1%	-2%	0%	32%	5%	30%[activator]
O=C(CC12CC3CC(CC(C3)C1)C2)NCc1ccc(F)cc1	14%	3%	-2%	-23%	-1%	0%
O=C(CSc1ncccn1)NN=C1CCCCCCC1	1%	8%	-1%	0%	2%	.
CCC1NC(=S)NC(C)=C1C(=O)c1ccccc1 (stereo unspecified)	-16%	-1%	-3%	8%	1%	50%[activator]
COC(=O)C1=C(C)NC=C([N+](=O)[O-])C1c1ccc(OC)cc1 (stereo unspecified)	11%	-7%	0%	?	-2%	-1%

Reprinted at random: six records from the list.
SMILES	HCV inhibitor	Sm TGR inh	LmPK inhibitor	Pf growth 96h	TbPYK inhibitor	Pf growth 48h
CCOc1nc(NCCO)nc(Nc2cc(Cl)ccc2OC)n1	-3%	.	2%	1%	3%	?
CCCN(CC(=O)Nc1ccccc1C)C(=O)c1ccc(-c2ccc(C(C)=O)cc2)o1	?	-21%	.	?	-4%	?
O=C(CSc1ncccn1)NN=C1CCCCCCC1	1%	8%	-1%	0%	2%	.
Cc1ccc(CNC(=O)CSCc2ccccc2F)cc1	6%	-28%	0%	?	2%	110%[activator]
Cc1ccc(NS(=O)(=O)c2ccc3[nH]c(=O)[nH]c3c2)c(C)c1	9%	.	1%	0%	5%	8%
Cc1ccccc1CS(=O)(=O)Cc1ccc(C(=O)NCCCN2CC(C)CC(C)C2)o1 (stereo unspecified)	5%	-11%	-1%	0%	2%	-2%

Single records, from the list above. Order of screens: HCV inhibitor	Sm TGR inh	LmPK inhibitor	Pf growth 96h	TbPYK inhibitor	Pf growth 48h
CC(C)(C)c1ccc(C(=O)NCCC(=O)NCc2cccs2)cc1 across the screens: -21%	-23%	-2%	?	-16%	4%
C=C1Nc2ccccc2C(=O)N1c1ccccc1C across the screens: .	.	.	24%	1%	11%

Following part
SMILES	HCV inhibitor	Sm TGR inh	LmPK inhibitor	Pf growth 96h	TbPYK inhibitor	Pf growth 48h
CCc1[nH]nc2c1C1(CCOC1C)C(C#N)=C(N)O2 (stereo unspecified)	14%	11%	-5%	-4%	6%	14%
Cc1cccc(NC(=O)c2ccc3nc(N4CCOCC4)sc3c2)c1C	-23%	-1%	1%	?	-4%	?
O=c1[nH]c2ccc(S(=O)(=O)NCCO)cc2[nH]1	10%	-1%	1%	10%	-3%	4%
Cc1ccc2sc(N(CCCN(C)C)C(=O)c3ccc(Br)s3)nc2c1C	7.1µM*	9%	16%	?	0%	?
COc1cccc(O)c1CN1CCC(C(=O)Nc2ccc(Oc3cccnc3)cc2)CC1	?	0%	-12%	11%	-15%	?
CCN(CC)CCN1C(=O)c2oc3ccccc3c(=O)c2C1c1ccc(F)cc1 (stereo unspecified)	18%&2%	?	-8%	9.3µM*	-6%	2.9µM*
Cc1c(O)ccc(C(=O)CN2CCN(Cc3ccccc3)CC2)c1O	?	?	7%	-19%	-5%	-4%
C#CCOc1nc(OCC#C)nc(OCC#C)n1	-3%	-12%	-4%	-22%	3%	-8%
COc1ccccc1/C=C/C=N/n1c(-c2ccco2)n[nH]c1=S	-2%	-9%	3%	6%	?	-6%
COc1cccc2cc(C(=O)NCC3CCCO3)c(=O)oc12 (stereo unspecified)	5%	-3%	-5%	.	4%	27%
Oc1[nH]c2c(Cl)cc(Cl)cc2c1N=NC(=S)NCC1CCCO1 (stereo unspecified)	?	-4%	-1%	6.6µM*	4%	1.9µM*
C=CCN1CC(O)=C(c2ccccc2)C1=N	18%	?	10%	2%	3%	36%[activator]
Cc1[nH]nc2c1C(c1ccsc1)C(C#N)=C(N)O2 (stereo unspecified)	-1%	-12%	-1%	27%	1%	.
COC(=O)N(NC(=O)C(O)(C(C)C)C(C)C)c1ccccc1	12%	-2%	-10%	53%[activator]	-9%	39%[activator]
CCOC(=O)c1cnn(CCOC(=O)c2ccc(OC)cc2)c1NC(=O)c1ccc(OC)cc1	7%	-2%	2%	-3%	5%	-3%
Cc1ccc(NC(=O)C2C(c3ccccc3)C2(Cl)Cl)c(C)c1 (stereo unspecified)	?	-9%	7%	.	?	-1%
Cc1ccc(S(=O)(=O)N(C)c2ccccc2C(=O)Nc2c(F)cccc2F)cc1	-15%	-22%	-4%	?	-5%	-25%
Cc1ccc(N(CC(=O)N2CCCCCC2)S(C)(=O)=O)cc1Cl	4%	-3%	12%	7.4µM*	-5%	-22%
S=c1[nH]nc(-c2cc(-c3ccccc3)n[nH]2)n1/N=C/c1ccc(Br)s1	9%	-1%	-3%	-22%	?	-3%
COc1ccc(C(=O)NN)cc1COc1ccc(Br)cc1	9%	9%	5%	6%	-2%	?
O=S(=O)(c1ccc(OC(F)(F)F)cc1)N1CCC(O)(c2cccc(C(F)(F)F)c2)CC1	8.9µM*	0%	8%	6%	-9%	?
CCN(CC)C(=O)CSc1nc2c(sc(=S)n2-c2ccccc2)c(=O)[nH]1	19%	10%	0%	?	2%	20%
COc1ccc(-c2cc3nc(C)cc(C)n3n2)cc1	-3%	-3%	-17%	268%[activator]	4%	.
CCOC(=O)c1sc(C)c2c1NC1(CCCCCC1)NC2=O	5%	3%	-3%	30%[activator]	0%	6%
COc1ccc2cc3cc(C(=O)NCCN4CCN(c5ccccc5F)CC4)oc3nc2c1	?	2%	1%	36%[activator]	-2%	?
Cc1c(NC(=O)Nc2cc(Cl)ccc2Cl)c(=O)n(-c2ccccc2)n1C	-22%	?	-3%	3%	-3%	-2%
CC1=CCC[C@@H]2[C@@](C)(CC/C(C)=C/C(=O)O)[C@H](C)CC[C@@]12C	0%[8.37 µM]	-5%	0%	-10%	2%	5%
c1ccc(-c2nnc(-c3ccccc3)o2)cc1	-5%	1%	?	144%[activator]	3%	234%[activator]
COc1ccc(OC)c(-n2c(SCC(=O)N3CCc4ccccc43)nc3c(c2=O)SCC3)c1	5%	-1%	2%	2.3µM*	-4%	?
CCOc1ccc(C(=O)NCC(C)CN(C)C)cc1OCC (stereo unspecified)	5%	61%[activator]	-12%	.	-7%	8%
Cc1ccc(C(=O)NC(N2CCCC2)C(Cl)(Cl)Cl)cc1 (stereo unspecified)	-24%	35µM*	2%	?	5%	3%
CC(=O)c1ccc(N2CCN(C(=O)CCNC(=O)Cn3ccc4ccccc4c3=O)CC2)cc1	-1%	-5%	2%	28%	1%	?
CC[N+]1(C)CCCC(OC(=O)C(O)(c2ccccc2)c2ccccc2)C1 (stereo unspecified)	-2%[8.37 µM]	1%	6%	10µM*	0%&5%	?
COc1cc(NC(=O)COC(=O)CSc2cc(C)ccc2C)c(C)cc1[N+](=O)[O-]	6%	-8%	2%	-22%	-5%	-7%
CCOc1ccc2[nH]c3c(c2c1)CNCC3	-26%	-36%	-4%	1%	-6%	?
C=CCn1c(=NC(=O)c2sc3ccccc3c2Cl)sc2cc(S(N)(=O)=O)ccc21	-13%	-9%	1%	5%	1%	9%
CCSc1nn2c(=O)c3ccccc3nc2s1	5%	9%	?	73%[activator]	-12%	.
O=C(N/N=C/C=C/c1ccccc1[N+](=O)[O-])c1ccncc1	-1%	-2%	-5%	46%[activator]	3%	46%[activator]
O=Cc1ccc(-n2cc(C=O)c3ccccc32)cc1	5%	11%	-11%	7%	2%	.
CC(=O)Cn1c(CN2CCCCC2)nc2ccccc2c1=O	1%	0%	-5%	12%	2%	10µM*
N#Cc1ccc(C(=O)OCCCc2cc3ccccc3c(=O)o2)cc1	4%	50µM*	.	43%[activator]	0%	47%[activator]
Cc1cccc(C)c1OCC(=O)N/N=C/c1cccnc1	1%	1%	5%	-5%	9%	3%
CC1CCCCN1Cc1c[nH]c2ccccc12 (stereo unspecified)	?	-24%	4%	?	0%	?
